Screening results from PubChem.
CHO-K1 Ca antag: nonselective inhibitor or artifact in parental CHO-K1 cells; inhibition, % at 3 µM; ATP-induced calcium, Fluo-8 fluorescence; 360,000 compounds, 0.6% hits;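 active = inhibition above a per-plate cutoff, the plate's mean sample inhibition plus 3 SD, cut at about 24% in these data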;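 also: 0% = DMSO plus EC80 ATP and 100% = DMSO alone without ATP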
TAAR1 agonist: human TAAR1 agonists, primary screen, Fluo-8 calcium fluorescence, CHO RD-HGA16 cells; Trace amine-associated receptor 1 (Homo sapiens), Q96RJ0; vehicle wells 0%, saturating PEA agonist 100%; activation, % at 3 µM; 360,000 compounds, 0.99% hits; AID 624467, 2012;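 active = activation above the mean activation of all test compounds in the run plus 3 SD, cut at about 38% in these data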
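System: CHO-derived RD-HGA16 cells with stable Gα16 and human TAAR1. Times: 17-24 h plating, Fluo-8 75 min 37 °C, 30 min RT. Measured by: calcium-sensitive Fluo-8 signal, excitation 470-495, emission 515-575 nm. Read-out basis: % activation relative to PEA EC100 response. Control set: DMSO and PEA EC100. Repeats: no replicates (n 1).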
M1 antag: human M1 muscarinic receptor antagonists, primary screen, CHO-K1 cells, Fluo-8 calcium fluorescence, 1536-well. Muscarinic acetylcholine receptor M1 (Homo sapiens), P11229. CHO-K1 hM1, ACh EC80 antagonist. inhibition, % at 3 µM. 360,000 compounds, 1.3% hits;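 active = percent inhibition above its own plate's cutoff, namely the mean of that plate's compound wells plus 3 SD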;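 also: peak over basal fluorescence ratio during 140 s after agonist addition; 0% = ACh EC80 plus DMSO and 100% = DMSO alone without agonist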
Target sequence (P11229 whole entry, looked up): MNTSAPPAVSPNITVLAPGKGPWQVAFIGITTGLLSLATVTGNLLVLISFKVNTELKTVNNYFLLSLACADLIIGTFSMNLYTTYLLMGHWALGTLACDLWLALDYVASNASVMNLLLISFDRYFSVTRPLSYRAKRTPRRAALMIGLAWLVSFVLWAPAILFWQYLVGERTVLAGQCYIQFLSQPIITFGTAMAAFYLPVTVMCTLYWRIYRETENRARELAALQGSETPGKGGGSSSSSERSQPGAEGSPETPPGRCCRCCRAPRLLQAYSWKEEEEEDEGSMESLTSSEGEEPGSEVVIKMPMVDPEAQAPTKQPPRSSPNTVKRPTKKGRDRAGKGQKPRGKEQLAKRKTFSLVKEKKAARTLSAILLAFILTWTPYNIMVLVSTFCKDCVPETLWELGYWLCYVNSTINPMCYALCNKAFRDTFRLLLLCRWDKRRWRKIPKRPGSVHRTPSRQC
CHO parental Ca: ATP-evoked calcium signal inhibitors, parental CHO, primary screen, counter-screen for OX1R antagonist project, cell-based, fluorescence, Fluo-8 calcium dye | parental CHO-K1, ATP-induced calcium, Fluo-8 fluorescence | inhibition, % at 5.6 µM | 330,000 compounds, 0.63% hits | AID 463079, 2010;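 active = inhibition above that plate's mean sample inhibition plus 3 SD, cut at about 26% in these data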;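 also: 0% = ATP-challenged DMSO wells and 100% = DMSO wells without ATP; some compounds past the cut are filed as inactive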
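Test system: untransfected parental CHO cell line; also added: ATP stimulus; dosing: 5.6 µM, single dose; signal: calcium-sensitive Fluo-8 fluorescence; measure: percent inhibition of ATP-evoked calcium rise, normalized to controls; benchmarks: low control ATP plus DMSO, high control DMSO only; replication: one well per compound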
OXTR potentiator: human OXTR potentiators, primary screen, fluorescence, CHO-OTR cells, Fluo-8 calcium. activation, % at 3 µM. Oxytocin receptor (Homo sapiens), P30559. 320,000 compounds, 0.061% hits. Fluo-8 calcium fluorescence, potentiator mode; 0% = oxytocin EC15, 100% = EC100;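 active = activation above that plate's cutoff, the mean activation of tested compounds plus 3 SD, cut at about 6.6% in these data, passing the limit was not always enough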;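 also: 100% uses oxytocin at 75 nM as the full agonist control; some results filed as inactive read as strong as hits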
Target sequence (P30559 whole entry, looked up): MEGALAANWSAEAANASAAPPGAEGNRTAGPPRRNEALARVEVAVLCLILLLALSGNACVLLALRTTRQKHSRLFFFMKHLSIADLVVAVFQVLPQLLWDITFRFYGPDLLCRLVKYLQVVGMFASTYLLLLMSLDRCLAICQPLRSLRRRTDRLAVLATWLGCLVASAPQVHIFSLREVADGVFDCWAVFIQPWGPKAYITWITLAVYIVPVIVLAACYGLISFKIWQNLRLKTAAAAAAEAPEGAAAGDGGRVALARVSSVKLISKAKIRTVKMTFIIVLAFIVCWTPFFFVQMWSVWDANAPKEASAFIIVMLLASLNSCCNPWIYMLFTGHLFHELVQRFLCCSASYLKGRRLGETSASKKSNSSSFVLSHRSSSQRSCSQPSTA
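Measured by – Fluo-8 calcium dye fluorescence · Test system – human OTR in CHO cells · Dosing – one concentration, 3.0 µM compound · Controls – EC15 oxytocin alone as 0%, 75 nM oxytocin as 100% · Evaluation – normalized max/min fluorescence ratio, % activation · Timing – 6 min pre-incubation, 100 s read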
TAAR1 antag: human TAAR1 antagonists, primary screen, Fluo-8 calcium fluorescence, CHO RD-HGA16 cells. inhibition, % at 3 µM. 360,000 compounds, 1.5% hits. antagonist;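 active = inhibition above a per-plate cutoff, the mean inhibition of test compounds on that plate plus 3 SD, cut at about 49% in these data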;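 also: 0% = DMSO plus EC80 beta-PEA response and 100% = DMSO alone without agonist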
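Assay system: CHO-derived RD-HGA16 cells stably expressing human TAAR1 plus Gα16. Timing: 140 s kinetic read after compound, 140 s after agonist. Technique: kinetic Fluo-8 calcium fluorescence measurement. Measure: % inhibition of agonist calcium response.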
CHO-K1 Ca PAM: nonselective calcium activators in parental CHO-K1 cells, primary screen, counter-screen for M1 PAM project, cell-based, Fluo-8 calcium fluorescence, full deck, 1536-well; ATP EC20; 0% at ATP EC20, 100% at ATP max; activation, % at 3 µM; 360,000 compounds, 0.02% hits; AID 602247, 2012;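 active = activation above the run cutoff, the mean activation of all test compounds plus 3 SD, cut at about 40% in these data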;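 also: peak over basal fluorescence ratio in a 140 s read after ATP addition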
CHO-K1 Ca ag: counter-screen for M1 agonists: effect in parental CHO-K1 cells; Fluo-8 calcium fluorescence; scaled to maximal ATP response, vehicle zero; activation, % at 3 µM; 360,000 compounds, 0.48% hits; in the data active = activation above about 15%;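 also: untransfected CHO-K1 host cells lacking M1 receptor as counterscreen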
CHRM1 agonist: human M1 muscarinic receptor agonists, primary screen, Fluo-8 calcium fluorescence, CHO-K1 cells, HTS; activation, % at 3 µM; 360,000 compounds, 0.33% hits; CHO-K1 hM1, agonist mode; 0% DMSO, 100% acetylcholine EC100; Muscarinic acetylcholine receptor M1 (Homo sapiens), P11229;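 active = activation above the run's mean compound activation plus 3 SD, cut at about 16% in these data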;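 also: peak over basal fluorescence ratio within a 140 s kinetic read after compound addition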
* hit, by the source's call; . = not tested or not shown.

SMILES	CHO-K1 Ca antag	TAAR1 agonist	M1 antag	CHO parental Ca	OXTR potentiator	TAAR1 antag	CHO-K1 Ca PAM	CHO-K1 Ca ag	CHRM1 agonist
N#Cc1ccc(COC(=O)C2CCC(=O)N2)cc1 (stereo not given)	19.5	4.8	-1.4	-14.4	-11.8	13.3	-3.9	-0.1	-1.1
O=C(O)CCCCn1c(SCc2ccccc2Cl)nc2ccsc2c1=O	-19.9	18.6	-2.0	.	.	-21.3	30.5	3.0	-0.7
COc1ccc(N2C(=O)NC(NS(=O)(=O)c3ccc(NC(C)=O)cc3)(C(F)(F)F)C2=O)cc1 (stereo not given)	-11.6	1.0	14.9	-0.2	-7.0	-25.9	-5.5	0.7	-2.2
CN(C)S(=O)(=O)c1ccc(N2CCCC2)c(C(=O)NNC(=O)c2ccc(F)cc2)c1	-4.2	7.3	5.4	-18.2	2.9	9.3	-2.6	-0.3	7.2
COCCCNc1c2c3c(cccc3[nH]c1=O)C(=O)c1ccccc1-2	56.5*	217.9*	70.6*	89.3*	-10.8	79.0*	-16.4	285.2*	263.6*
Cc1cccc(NC(=O)NC2CCCCCCC2)c1	-1.9	-1.3	5.7	.	.	-11.6	4.1	6.3	-2.5
N#CC1C(=O)NC(N2CCN(c3ccccc3)CC2)=NC12CCCCC2 (stereo not given)	-1.5	2.7	-8.7	-7.5	0.7	7.1	14.8	0.7	-1.8
Cc1cccc(N/N=C2/COC(C)(C)CC2=O)c1	-6.5	9.5	7.4	-1.9	0.1	-5.2	-3.5	2.2	-4.3
Cc1onc(-c2ccccc2)c1C(=O)NC1CCC(C)CC1 (stereo not given)	-12.0	0.6	26.0	-20.7	-5.7	-20.0	10.2	-1.1	-9.1
COCCN(CCOC)Cc1c(O)ccc2c3c(c(=O)oc12)CCC3	-13.3	4.1	-19.9	-15.7	-12.3	-14.0	-15.2	0.6	-3.1
CCN(CC)CC(=O)c1c[nH]c2ccc(C)cc12	-7.3	0.6	-20.9	-8.3	-10.0	8.9	17.8	0.3	-2.7
CCN(CC)c1ccc(/C=N/NC(=O)C(O)c2ccccc2)cc1 (stereo not given)	-2.5	1.3	-4.7	-4.0	-4.5	-5.8	11.3	0.0	-5.2
Nc1ccc(-c2cc3ccccc3c(=O)o2)cc1	-7.0	16.0	0.4	-17.4	6.4	5.6	-3.8	-0.2	-5.1
CCN1C(=O)c2ccccc2Sc2ccc(C(=O)NCCCN(CC(C)C)CC(C)C)cc21	-27.2	0.5	-4.2	-5.5	-1.0	-1.0	11.3	0.2	-8.9
CCN1Cc2c(/C=C/c3ccccc3)nc3ccc(OC)cc3c2N(c2cccc(Cl)c2)C1	-6.2	-1.2	0.0	-5.1	-12.2	4.4	8.6	2.2	-7.2
CC(c1ccc2ccccc2c1)c1ccccc1C(=O)O (stereo not given)	-5.2	10.5	-13.3	.	.	-21.3	27.1	0.5	-2.5
CCN(CC)c1ccc(C(=C2C=CC(=[N+](CC)CC)C=C2)c2ccc(S(=O)(=O)O)cc2S(=O)(=O)[O-])cc1	-6.0	1.6	-6.8	.	.	-5.7	-7.4	-0.4	-2.1
CCCn1c(SCC(=O)N2CCCCC2)nnc1-c1ccccn1	.	0.3	.	-13.6	-1.6	15.8	.	.	.
CN(C)c1ccc(C(C(=O)NCC2CCCO2)N(Cc2ccccc2)C(=O)c2snc(C(N)=O)c2N)cc1 (stereo not given)	0.5	22.3	25.6*	-14.0	-20.2	65.3*	7.6	6.9	0.0
NC(=O)c1ccccc1NC(=S)NC(=O)c1ccc(Br)o1	-1.4	1.9	-8.5	-5.4	-5.0	-9.7	-1.6	0.1	-3.4

Three entries picked at random from the list so far:
SMILES	CHO-K1 Ca antag	TAAR1 agonist	M1 antag	CHO parental Ca	OXTR potentiator	TAAR1 antag	CHO-K1 Ca PAM	CHO-K1 Ca ag	CHRM1 agonist
CN(C)c1ccc(C(C(=O)NCC2CCCO2)N(Cc2ccccc2)C(=O)c2snc(C(N)=O)c2N)cc1 (stereo not given)	0.5	22.3	25.6*	-14.0	-20.2	65.3*	7.6	6.9	0.0
CC(c1ccc2ccccc2c1)c1ccccc1C(=O)O (stereo not given)	-5.2	10.5	-13.3	.	.	-21.3	27.1	0.5	-2.5
CCN(CC)CC(=O)c1c[nH]c2ccc(C)cc12	-7.3	0.6	-20.9	-8.3	-10.0	8.9	17.8	0.3	-2.7

Additional structures.
SMILES	CHO-K1 Ca antag	TAAR1 agonist	M1 antag	CHO parental Ca	OXTR potentiator	TAAR1 antag	CHO-K1 Ca PAM	CHO-K1 Ca ag	CHRM1 agonist
CCCCn1c(N)c(N(CCOC)C(=O)CSc2n[nH]c(-c3ccc(OC)cc3)n2)c(=O)[nH]c1=O	-6.6	-0.7	-11.6	-12.8	-0.6	-24.3	10.3	0.5	-0.3
CCN(C(=O)CN1CCC(C)CC1)c1c(N)n(Cc2ccccc2)c(=O)[nH]c1=O	-2.5	4.6	-17.5	.	.	-23.7	-10.5	0.0	0.0
COC(=O)c1ccc(-c2ccco2)n1Cc1cccc(C)c1	-14.5	15.5	-11.9	-35.4	-19.2	-0.8	22.5	0.5	-3.1
Cc1ccc(-c2cnc3c(c2)C(=O)N([C@H](C)CO)C[C@@H](C)[C@@H](CN(C)C(=O)Cc2ccccc2)O3)cc1	-5.7	2.7	-20.8	.	.	-31.8	11.2	-0.2	-8.3
CCOC(=O)c1[nH]c(C)c(C(=O)NC(C)(C)C)c1C	-0.6	14.4	-2.2	16.5	-13.6	-4.3	20.1	2.5	-3.7
O=S(=O)(NCc1cccnc1)c1cccs1	-17.0	.	-8.5	-1.3	-4.1	.	-5.4	0.2	10.5
Cc1cc(C)cc(Cn2c(C)c(C(=O)N(C)Cc3ccc(F)cc3)sc2=O)c1	16.6	1.4	-3.8	.	.	6.7	-8.1	0.4	-6.4
Cc1cccc(C(=O)Nc2ccccc2NC(=O)c2cccc(C)c2)c1	-1.0	1.2	-3.6	.	.	37.3	-0.1	1.0	-0.8
CCOC(=O)N1CCN(C(=O)COc2ccccc2OC)CC1	4.6	5.7	-18.2	1.0	-1.4	-10.5	-12.3	-0.1	1.1
N#Cc1c(/N=C/c2ccccc2)oc(-c2ccccc2)c1-c1ccccc1	-8.5	8.9	-12.9	1.1	-6.6	-5.6	11.7	0.2	-5.9
CCCOc1ccc2c(C)c(CC(=O)OC)c(=O)oc2c1	-1.9	10.2	-5.6	-12.1	-6.7	3.1	-0.1	-0.4	-4.2
CN(C)/C=C(/C#N)C(=O)c1cccc(Oc2ccc(C(C)(C)C)cc2)c1	-12.6	6.4	-17.9	-2.1	-16.0	40.3	21.1	0.0	-1.5
CCCCCn1c(NC2CCCCC2)nc2c1c(=O)[nH]c(=O)n2C	2.6	-1.3	1.9	-23.3	-0.9	-0.9	-5.6	-0.1	-12.7
COc1ccc(Cc2nc(-c3ccc(Br)o3)no2)cc1OC	2.3	-0.3	10.1	-16.7	3.0	10.3	2.7	0.2	-2.2
O=C(c1cn(Cc2ccccc2)nc1-c1ccc(Cl)cc1)N1CCN(c2ccccn2)CC1	-16.0	-0.9	-9.8	-33.8	-4.2	-14.5	13.3	0.5	2.7
NC(=S)N/N=C/c1cn(-c2ccccc2)nc1-c1cccnc1	-6.0	4.8	-0.9	20.3	1.6	14.9	13.3	3.2	-2.9
COc1cc2c(cc1OC)C(c1ccccc1)N(C(=O)c1ccco1)CC2 (stereo not given)	6.6	-0.6	-10.8	-12.8	0.3	13.3	8.6	0.1	-5.0
Cc1cc(SCC(=O)N/N=C/c2ccc(O)c(O)c2O)c(C)cc1Br	-2.0	22.3	5.5	-0.9	-17.0	35.9	-4.2	2.0	1.1
CN(C)S(=O)(=O)c1cccc(NC(=O)COC(=O)/C=C/c2ccco2)c1	9.2	-0.1	0.1	-8.8	-7.0	-7.2	-14.3	-0.3	-0.5
CCCn1c(SCC(=O)Nc2cccc(NC(C)=O)c2)nnc1C(C)C	-10.7	9.7	-4.2	1.8	-0.6	-22.3	12.8	-0.1	-3.7
CC1=NN(c2ccc(N)cc2)C(=O)C1	2.7	1.0	-29.5	-2.4	-9.3	6.7	12.9	0.1	0.6
CCCCN(C)CCCNC(=O)C1CC(=O)N(Cc2ccc(OC)cc2)C1 (stereo not given)	3.0	-1.7	2.4	-3.4	-1.2	-14.5	-4.3	-0.1	-4.8
CC(=O)O[C@@H]1C[C@@]2(C)[C@@H](CC[C@H]2[C@@H](C)/C=C\CC(C)C)C2=C[C@@H](O)[C@@]3(O)C[C@@H](O)[C@H](O)C[C@]3(CO)[C@]21O	-9.6	116.0*	-1.7	.	.	96.7*	17.3	1.0	9.8
COc1cc(CNC2CCCCC2OC)cc(OC)c1 (stereo not given)	-10.9	1.2	1.8	4.8	-4.9	22.1	13.2	1.0	-5.1
CCOc1cc(/C=C2/N=C(C)C(C(=O)OC)=C2O)ccc1O	-1.3	10.7	7.4	-7.0	-8.0	13.2	11.8	9.1	-3.6
O=C(Cc1nc2ccccc2[nH]1)c1cccc([N+](=O)[O-])c1	5.4	6.3	-8.7	-8.0	-1.0	-14.0	-10.8	0.3	1.9
Cc1cc(C)c(NC(=O)Cn2cnc3c(oc4ccccc43)c2=O)c(C)c1	-13.5	4.1	-0.6	-15.5	1.3	-32.0	-4.7	4.3	-2.9
Cc1ccc(C)c2c1c1ccccc1n2C	-12.6	12.7	-15.0	-16.6	-10.9	-38.3	18.7	0.4	-4.3
CN(CCC#N)C(=O)c1cc2c(Cl)nc3ccccc3c2s1	-8.0	3.5	-17.6	-17.0	-10.6	8.2	7.5	0.0	-2.5
CCCNS(=O)(=O)c1ccc(CCC(=O)NCC2CCCO2)cc1 (stereo not given)	-5.0	5.5	-6.5	-13.7	-6.1	-9.0	2.5	0.8	-1.4
Cc1ccc2nc(-c3ccc(NC(=O)Cc4cccs4)cc3)[nH]c2c1	-8.0	5.4	11.9	15.7	-7.4	16.6	9.0	2.6	-6.4
O=C(CN1CCN(CCC(=O)Nc2ccccc2F)CC1)Nc1ccc(Cl)cc1	-10.1	4.2	-17.2	-36.7	-10.4	8.0	13.5	1.2	-2.8
CC(=O)NC(Cc1ccccc1F)C(=O)NC1CCN(C(=O)NCc2ccccc2)CC1 (stereo not given)	-12.8	4.0	-14.6	4.0	-5.8	-1.8	0.6	1.2	-0.5
